# Screens as filed in PubChem.
# Rac1 wt modul: wildtype Rac1 GTP binding modulators, primary screen, biochemical, GST-Rac1 beads, flow cytometry, multiplex; Ras-related C3 botulinum toxin substrate 1 (Homo sapiens), P63000; fluorescent GTP binding; actives lie on both sides; 0 = cold GTP competed, 100 = untreated; GTP binding activity (% of control), % at 10 µM; 0.27% of 190,000 active; AID 757, 2007;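 active = GTP binding activity at least 20 points away from the 100% control level, either lower or higher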
# Mcl1 Bid PPI: Mcl-1/Bid binding inhibitors, primary screen, biochemical, TR-FRET, 1536-well; Induced myeloid leukemia cell differentiation protein Mcl-1 (Homo sapiens), Q07820; inhibition, % at 21.7 µM; AID 1021, 2008; TR-FRET Mcl-1/Bid-Dy647 peptide binding; 0.97% of 220,000 active;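 active = compounds that cut the binding signal by more than half at the single screening dose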;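 note: His-tagged Mcl-1 with europium anti-His antibody binding Bid BH3 peptide; 0% = Mcl-1 plus peptide wells and 100% = peptide-only wells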
# Target sequence (Q07820 whole entry, looked up): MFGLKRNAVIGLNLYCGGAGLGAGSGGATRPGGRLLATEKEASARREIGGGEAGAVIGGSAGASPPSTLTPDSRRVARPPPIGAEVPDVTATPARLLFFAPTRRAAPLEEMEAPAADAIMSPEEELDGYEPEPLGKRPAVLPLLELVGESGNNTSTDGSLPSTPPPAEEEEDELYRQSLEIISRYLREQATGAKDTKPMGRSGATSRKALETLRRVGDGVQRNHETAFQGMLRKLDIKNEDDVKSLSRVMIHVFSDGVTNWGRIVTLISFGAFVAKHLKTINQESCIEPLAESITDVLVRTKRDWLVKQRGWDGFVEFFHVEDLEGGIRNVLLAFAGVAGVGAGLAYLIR
# Rac1 mut GTP: GTP binding modulators of activated mutant Rac1, primary screen, biochemical, bead-based flow cytometry, multiplex, fluorescent GTP | Ras-related C3 botulinum toxin substrate 1 (Homo sapiens), P63000 | GST-Rac1 activated beads; actives lie on both sides; 100% means binding = to untreated wells | percent activity (GTP binding), % at 10 µM | 0.11% of 190,000 active;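 active = GTP binding at least 20 percentage points away from the 100% baseline, in either direction, so actives lie on both sides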
# Pf gamet viab: late stage P. falciparum gametocyte viability inhibitors, primary screen, ATP luminescence, HTS; P. falciparum stage V gametocytes, 24 h; inhibition, % at 10.9 µM; 0.065% of 150,000 active;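 active = inhibition above the mean plus 3 SD of compounds within the control limits, set per campaign, cut at about 38% in these data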;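 note: 0% = DMSO wells and 100% = medium only without gametocytes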
# Rab2 wt GTP: modulators of GTP binding to Rab2A wildtype, primary screen, biochemical, dog, bead-based flow cytometry, multiplex; Ras-related protein Rab-2A (Canis lupus familiaris), P61105; GST-Rab2 wt beads, Bodipy-GTP binding; GTP binding activity, % at 10 µM; 0.19% of 190,000 active; AID 760, 2007;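 active = GTP binding activity at least 20 points away from 100%, either lowered or raised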;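 note: 0% = beads with excess unlabeled GTP and 100% = no-compound control corrected for plate trend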
# Cdc42 wt: modulators of GTP binding to wildtype Cdc42, primary screen, biochemical, multiplex bead flow cytometry, Bodipy-GTP. 0.2% of 190,000 active. AID 761, 2007. percent activity (GTP binding), % at 10 µM. Cell division control protein 42 homolog (Homo sapiens), P60953. GST-Cdc42 beads; actives lie on both sides;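 active = percent activity GTP binding at least 20 points away from the 100% baseline, either down as inhibitor or up as activator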;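 note: median bead fluorescence of bound Bodipy-FL-GTP at 100 nM; 0% = excess unlabeled GTP control and 100% = no compound control; below 100% means less GTP binding so inhibitor and above means activator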
# Target sequence (P60953 whole entry, looked up): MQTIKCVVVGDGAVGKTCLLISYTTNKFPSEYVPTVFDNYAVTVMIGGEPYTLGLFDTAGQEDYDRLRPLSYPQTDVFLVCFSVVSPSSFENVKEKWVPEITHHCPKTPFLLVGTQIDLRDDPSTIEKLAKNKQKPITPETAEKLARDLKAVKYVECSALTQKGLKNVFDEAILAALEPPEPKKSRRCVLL
# Avidin bead fluor: green autofluorescence of compounds with avidin beads – biophysical, 488/530 nm, flow cytometry, artefact control, profiling panel. 0.38% of 220,000 active. AID 1775, 2009. fluorescence (KMESF) at 10 µM. compound fluorescence 488/530 nm; active compounds read high; in the data active = fluorescence above about 47; note: inactives centre near 10
# HRas wt GTP bind: modulators of GTP binding to HRas wildtype, primary screen, biochemical, bead-based flow cytometry, multiplex; GTPase HRas (Homo sapiens), P01112; GST-Ras wt beads, Bodipy-FL-GTP binding; actives lie on both sides; GTP binding activity, % at 10 µM; 0.14% of 190,000 active; AID 759, 2007;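 active = GTP binding activity at least 20% away from the 100% baseline, either lowered as inhibitor or raised as activator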;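 note: 0% = unlabeled GTP competition control and 100% = no-compound control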
# Target sequence (P01112 whole entry, looked up): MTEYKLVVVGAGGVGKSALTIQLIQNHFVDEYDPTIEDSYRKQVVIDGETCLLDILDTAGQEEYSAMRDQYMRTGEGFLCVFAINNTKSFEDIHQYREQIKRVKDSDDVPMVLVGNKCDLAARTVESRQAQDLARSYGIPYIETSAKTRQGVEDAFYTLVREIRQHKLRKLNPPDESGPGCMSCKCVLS
# GSH bead fluor: compound fluorescence on glutathione beads, profiling panel, artefact control, biophysical, 488/530 nm, flow cytometry. GSH beads flow cytometry, compound fluorescence 488/530 nm; active compounds read high. fluorescence (KMESF) at 10 µM. 0.25% of 190,000 active. AID 1776, 2009; in the data active = fluorescence above about 89;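 note: glutathione beads carrying GST-tagged Bcl family fusion proteins plus one bare bead set; values are compound well signal with DMSO vehicle wells as background; inactives centre near 16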
# Rab7 wt GTP bind: modulators of GTP binding to Rab7, primary screen, biochemical, wildtype, multiplex bead flow cytometry; GST-Rab7 beads, fluorescent GTP binding; actives lie on both sides; untreated = 100%, excess cold GTP = 0%; GTP binding activity (percent of control), % at 10 µM; 0.055% of 190,000 active; AID 758, 2007;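 active = fluorescent GTP binding to Rab7 beads changed by at least 20 points from the 100% baseline, either direction, mostly lower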;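 note: median green fluorescence of bound Bodipy-FL-GTP per Rab7 bead population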
# Mcl1 Noxa PPI: Mcl-1/Noxa binding inhibitors, primary screen, biochemical, TR-FRET, 1536-well. Induced myeloid leukemia cell differentiation protein Mcl-1 (Homo sapiens), Q07820. TR-FRET Mcl-1/Noxa peptide binding, 2 h. inhibition, % at 21.7 µM. 1.5% of 220,000 active. AID 1022, 2008;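 active = compounds that cut the protein-peptide binding signal by more than 50% relative to plate controls in a single-dose test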;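 note: His-tagged Mcl-1 with rhodamine Noxa BH3 peptide and terbium anti-His antibody; 0% = Mcl-1 plus Noxa peptide wells and 100% = peptide-only wells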
# * = called active by the depositor; . = not tested or not shown.
1) C/C(=N\NC(N)=S)C12CC3CC(CC(C3)C1)C2
2) COc1ccc(OC)c(S(=O)(=O)Nc2cnc3ccccc3c2)c1
3) O=c1[nH]c(N2CCN(c3ccccc3)CC2)nc2c1CCC2
4) N#Cc1c(NC(=S)NC(=O)c2ccccc2)sc2c1CCC2
5) COC(=O)c1cc(Br)c(=O)n(CC(C)C)c1
6) O=C(Nc1ncc(Cc2cccc([N+](=O)[O-])c2)s1)c1ccco1
7) CCn1c(/C=C/N(C)c2ccccc2)[n+](CC)c2ccc(Cl)cc21
8) O=C1CSC(c2ccccn2)N1c1ccccc1F (stereo not given)
compound no.	1	2	3	4	5	6	7	8
Rac1 wt modul	102	96	100	102	98	96	98	104
Mcl1 Bid PPI	-27	-4	-25	8	-3	-32	5	-7
Rac1 mut GTP	99	98	98	97	97	95	97	98
Pf gamet viab	.	.	-17	-18	.	25	.	.
Rab2 wt GTP	102	99	99	99	98	96	95	98
Cdc42 wt	100	97	98	103	99	97	97	101
Avidin bead fluor	15	13	15	10	15	10	2	3
HRas wt GTP bind	103	100	99	99	97	97	96	98
GSH bead fluor	34	36	33	10	14	14	62	10
Rab7 wt GTP bind	105	96	101	102	99	94	98	98
Mcl1 Noxa PPI	-11	10	5	37	9	10	8	10

9) COc1ccc(-c2cc3nc(C)c(CCC(=O)NCc4ccco4)c(C)n3n2)c(OC)c1
10) O=C(NCc1ccccc1)c1ccc2c(=O)n(CCCN3CCCC3=O)c(=S)[nH]c2c1
11) CCCCn1c(SCC(=O)N2CCOCC2)nnc1-c1ccoc1C
12) COc1ccc(N2CCN(Cc3nc4c(c(=O)n(C)c(=O)n4C)n3C(C)C(C)=O)CC2)cc1 (stereo not given)
13) Cc1ccc(S(=O)(=O)Nc2nc3ccc(S(C)(=O)=O)cc3s2)cc1
14) COc1cc(/C=C/C(=O)O)cc(S(=O)(=O)N2CCc3ccccc32)c1OC
15) CCOC(=O)c1c(NC(=O)CSc2nnnn2-c2ccc3c(c2)OCO3)sc(C)c1C
16) Cc1cc(C)n(CCC(=O)N/N=C/c2ccc(O)cc2O)n1
compound no.	9	10	11	12	13	14	15	16
Rac1 wt modul	100	96	97	98	102	97	105	100
Mcl1 Bid PPI	-24	-33	-2	-58	-15	-24	-11	-72
Rac1 mut GTP	97	95	98	95	100	93	98	98
Pf gamet viab	18	4	.	.	.	-19	.	.
Rab2 wt GTP	99	96	97	95	100	94	102	95
Cdc42 wt	99	95	100	98	102	92	99	102
Avidin bead fluor	22	5	7	4	6	11	8	11
HRas wt GTP bind	98	96	97	95	103	96	101	95
GSH bead fluor	21	3	16	13	14	14	13	11
Rab7 wt GTP bind	98	95	93	95	101	101	105	99
Mcl1 Noxa PPI	10	12	2	13	20	10	34	-32

17) O=C(Cc1c(F)cccc1Cl)Nc1ncc([N+](=O)[O-])s1
18) COc1ccc(N2CSC3=C(C#N)C(c4cc(OC)ccc4OC)CC(=O)N3C2)c(OC)c1 (stereo not given)
19) Cc1nc(NCCCN2CCOCC2)c2oc3ccccc3c2n1
20) Cc1nc2cc(C(=O)N3c4ccccc4CC3C)ccc2s1 (stereo not given)
21) Cc1nc2ccccc2c2c1C(=O)N(c1ccc(C(=O)O)cc1)C2=O
22) Nc1c(-c2ccccc2)cnn1-c1cccc(C(F)(F)F)c1
23) C/C=C/CSc1nc2c(c(=O)[nH]c(=O)n2C)n1Cc1ccc(C)cc1
24) CCOCCCNC(=O)c1c[nH]c2ccc(S(=O)(=O)Nc3cccc(OC)c3)cc2c1=O
compound no.	17	18	19	20	21	22	23	24
Rac1 wt modul	88	94	104	101	91	96	102	96
Mcl1 Bid PPI	4	-13	-6	-37	9	-9	-8	56*
Rac1 mut GTP	91	94	91	96	89	96	100	95
Pf gamet viab	39*	.	.	.	.	.	.	.
Rab2 wt GTP	89	93	99	100	87	97	100	97
Cdc42 wt	89	93	99	96	90	97	100	96
Avidin bead fluor	11	2	24	11	10	16	6	7
HRas wt GTP bind	92	91	101	98	89	99	98	97
GSH bead fluor	18	16	16	25	13	23	13	39
Rab7 wt GTP bind	94	92	95	98	90	95	99	98
Mcl1 Noxa PPI	22	49	4	-9	-5	-11	14	39

25) COc1cc(NC(=O)CN(C)C2CCCCC2)c(C)cc1[N+](=O)[O-]
26) Cc1ccc(NC(=O)CCNS(=O)(=O)c2ccc3c(c2)oc(=O)n3C)c(C)c1
27) O=C(NCC1CCCO1)c1ccc2c(=O)n(Cc3cccc(Br)c3)c(=S)[nH]c2c1 (stereo not given)
28) COC(=O)CSc1nnc(CNS(=O)(=O)c2ccc(Cl)cc2)n1C
29) CCOc1ccc(NC(=O)CSc2nc(C)cc(C)n2)cc1
30) CCC(CC)C(=O)NCCc1ccc(OC)c(OC)c1
31) CCc1ccc(C(=O)NNC(=S)Nc2ccc(S(N)(=O)=O)cc2)s1
32) S=C(NCC1CCCO1)NC1CCCCC1 (stereo not given)
compound no.	25	26	27	28	29	30	31	32
Rac1 wt modul	99	105	95	97	104	104	95	102
Mcl1 Bid PPI	-17	-12	9	4	-5	-2	-48	-17
Rac1 mut GTP	99	100	96	97	100	98	89	97
Pf gamet viab	15	.	-2	-4	.	8	-7	-4
Rab2 wt GTP	99	100	95	95	100	102	97	98
Cdc42 wt	102	100	95	95	104	103	92	99
Avidin bead fluor	7	9	24	5	19	35	3	10
HRas wt GTP bind	100	99	96	96	102	100	95	98
GSH bead fluor	20	11	9	17	23	10	11	11
Rab7 wt GTP bind	96	99	98	97	99	100	103	94
Mcl1 Noxa PPI	-8	12	1	9	-4	-4	-3	4

# Brought forward from above: 3 compounds, then new ones.
30) CCC(CC)C(=O)NCCc1ccc(OC)c(OC)c1
31) CCc1ccc(C(=O)NNC(=S)Nc2ccc(S(N)(=O)=O)cc2)s1
32) S=C(NCC1CCCO1)NC1CCCCC1 (stereo not given)
33) COc1ccc(C=O)cc1COc1ccc([N+](=O)[O-])c(C)c1
34) COCCSc1nnc(NC(=O)c2ccc3c(c2)OCO3)s1
35) Cc1onc(-c2ccccc2Cl)c1-c1nc(-c2ccccn2)no1
36) Cc1ccc(-c2cc(C(F)(F)F)c(C#N)c(SCCC#N)n2)o1
37) CCCc1[nH]nc2c1C(C1CC=CCC1)C(C#N)=C(N)O2 (stereo not given)
38) CCCCC(=O)Nc1cccc(NC(=S)NC(=O)COc2ccccc2Cl)c1
39) C/C(N)=C(/C#N)C(=O)CSc1nnnn1-c1ccccc1
40) CC(=O)Nc1ccc(C(=O)CSc2nnc(C)o2)cc1
compound no.	30	31	32	33	34	35	36	37	38	39	40
Rac1 wt modul	104	95	102	99	95	106	97	103	103	101	106
Mcl1 Bid PPI	-2	-48	-17	-14	-4	-6	-11	2	-27	-27	19
Rac1 mut GTP	98	89	97	97	94	99	95	97	97	101	102
Pf gamet viab	8	-7	-4	-1	-16	.	.	-2	0	5	12
Rab2 wt GTP	102	97	98	97	95	102	97	96	99	102	104
Cdc42 wt	103	92	99	96	94	103	98	99	99	102	107
Avidin bead fluor	35	3	10	7	12	35	29	3	15	38	21
HRas wt GTP bind	100	95	98	97	96	101	98	97	99	101	101
GSH bead fluor	10	11	11	17	15	20	12	23	5	15	28
Rab7 wt GTP bind	100	103	94	96	105	96	98	93	99	102	102
Mcl1 Noxa PPI	-4	-3	4	1	18	12	6	-2	5	30	-1

41) CC1CCN(C(=O)COC(=O)c2cc3ccccc3cc2O)CC1
42) CCc1cccc(CC)c1C(O)c1cccnc1 (stereo not given)
43) CC(C)(C)c1ccc(N/N=C(\C#N)S(=O)(=O)C(C)(C)C)cc1
44) O=C(c1ccc(=O)oc1)N1CCCc2ccccc21
45) CCOC(=O)N1CCN(C(=O)c2ccccc2NC(=O)c2ccc(OC)cc2)CC1
46) Cc1ccccc1/C=N/N1CCN(c2ccccc2)CC1
47) COC(=O)c1ccc(COc2cc(O)c3c(c2)OC(C)(C)CC3=O)cc1
48) Cc1cc(NS(=O)(=O)c2ccccc2)c([N+](=O)[O-])cc1C
compound no.	41	42	43	44	45	46	47	48
Rac1 wt modul	113	100	91	102	102	104	111	95
Mcl1 Bid PPI	-18	-57	-12	-60	1	8	-15	-6
Rac1 mut GTP	102	99	91	97	99	101	106	98
Pf gamet viab	.	-21	6	.	.	.	.	.
Rab2 wt GTP	105	98	94	96	98	98	108	96
Cdc42 wt	106	100	92	99	103	107	112	92
Avidin bead fluor	7	10	16	23	37	3	6	14
HRas wt GTP bind	103	99	90	100	100	104	108	95
GSH bead fluor	12	7	12	14	19	8	14	10
Rab7 wt GTP bind	104	102	90	95	99	101	106	94
Mcl1 Noxa PPI	11	2	22	31	-2	8	17	14

49) COc1ccc(-n2cnnc2SCC(=O)Nc2cc(S(=O)(=O)N3CCCCC3)ccc2C)cc1
50) CCOC(=O)N1CCC(Nc2c(OCC)c(=O)c2=O)CC1
51) COC(=O)c1cc(Cl)c(NS(=O)(=O)c2ccccc2)cc1OC
52) CC(C)(C)CC(=O)Nc1ccc(Nc2ccccc2)cc1
53) CC(=O)c1cc(-c2ccccc2)n(CC(=O)NCc2cccs2)c1C
54) CCN1CCN(c2ccc(NC(=O)c3cccnc3)cc2Cl)CC1
55) CC(C)c1nnc(NC(=O)c2cccnc2)s1
56) O=C(C[n+]1ccccc1)Nc1nc2ccccc2s1
57) O=C(COC(=O)CCCNC(=O)c1ccc(Cl)cc1)NCc1ccccc1Cl
compound no.	49	50	51	52	53	54	55	56	57
Rac1 wt modul	103	103	95	94	107	99	98	103	105
Mcl1 Bid PPI	-11	-4	9	-37	-35	-59	-13	-11	6
Rac1 mut GTP	101	100	95	93	99	97	95	101	101
Pf gamet viab	16	.	15	.	5	4	.	.	.
Rab2 wt GTP	100	103	94	95	104	101	95	103	100
Cdc42 wt	101	104	94	97	103	100	99	104	104
Avidin bead fluor	14	9	12	33	25	25	13	5	6
HRas wt GTP bind	99	100	96	96	100	100	95	104	103
GSH bead fluor	12	20	75	18	23	11	31	13	55
Rab7 wt GTP bind	94	100	95	96	99	101	93	106	100
Mcl1 Noxa PPI	1	-6	22	17	2	-7	-2	14	-6

# Random draw from the library; about 3% have a hit in one of these screens.
